# Xi reactivation: activators of X-chromosome reactivation in mouse fibroblasts. XiGFP mouse fibroblasts, % GFP-positive cells imaging, 3 d; cells co-treated with 5-aza-dC sensitizer; scaled so ellipticine positive control = 100%. activation, % at 7.58 µM. hit rate 0.055% among 360,000. AID 743238;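 active = mean normalized replicate activation at least 10% and every replicate at or above 10%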;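 also: 0% = median of on-plate neutral control wells and 100% = ellipticine 6 µM median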
#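 System: 68-5-11 XiGFP fibroblast line | Buffer or medium: DMEM containing 5-aza-dC | Compound: Single point | Times: Compounds 3 days, fix/stain 15 min at room temperature | Benchmarks: Positive control ellipticine, 6 µM final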
# RAD54 branch: RAD54 (human) branch migration inhibition; Q92698; RAD54 Holliday junction branch migration, FAM/BHQ fluorescence; inhibition, % at 10.4 µM; hit rate 0.14% among 360,000; AID 602329;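 active = mean normalized replicate activity at least 40 and at least half of replicates scoring 40 or more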;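 also: 0% = median of neutral control wells and 100% = median of positive control wells; inhibitors cause a drop in the FAM fluorescence signal; in these data hits start at about 50%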
# ERp5 block: inhibitors of human ERp5. Q15084. ERp5 insulin aggregation, absorbance 650 nm, 90 min. inhibition, % at 9.99 µM. hit rate 0.05% among 350,000;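 active = mean replicate inhibition above about 25%, with every replicate also reaching it, limit read from the data, passing the limit was not always enough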
# Target sequence (Q15084 whole entry, looked up): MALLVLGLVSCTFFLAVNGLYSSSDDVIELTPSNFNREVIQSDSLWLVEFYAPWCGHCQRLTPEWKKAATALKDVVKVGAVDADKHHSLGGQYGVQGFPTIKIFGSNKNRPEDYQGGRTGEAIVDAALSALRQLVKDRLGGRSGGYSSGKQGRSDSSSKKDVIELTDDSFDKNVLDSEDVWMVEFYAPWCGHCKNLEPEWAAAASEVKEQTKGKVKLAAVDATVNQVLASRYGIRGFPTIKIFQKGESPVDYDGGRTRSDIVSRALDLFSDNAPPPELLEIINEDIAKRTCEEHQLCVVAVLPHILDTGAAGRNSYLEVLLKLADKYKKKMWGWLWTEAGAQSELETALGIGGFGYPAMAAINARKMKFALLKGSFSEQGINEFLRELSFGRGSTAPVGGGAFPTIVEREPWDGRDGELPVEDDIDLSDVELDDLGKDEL
# ERAP1 HTS inh: blocks human ERAP1 aminopeptidase activity. recombinant ERAP1, Leu-AMC fluorescence, 60 min. hit rate 0.15% among 340,000. inhibition, % at 10.7 µM;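 active = mean replicate inhibition of at least 30%, or all replicates individually reaching that 30% level; inactive = mean below 30% and not every replicate reaching it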;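 also: 0% = neutral control wells and 100% = L-leucinethiol positive control wells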
# S100A4 inh HTS: blocks human S100A4 binding to myosin IIA peptide. P26447. hit rate 0.14% among 360,000. inhibition, % at 10.7 µM. S100A4/TAMRA-MyoIIA peptide fluorescence polarization;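 active = mean inhibition of at least 70% across replicates, with every replicate also reaching that level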
#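 Compound dosing: one dose per compound; test system: human S100A4 monomer with TAMRA-labelled myosin IIA peptide; probe or stimulus: TAMRA-labelled myosin IIA heavy-chain peptide probe, 5 nM; medium: HEPES buffer with Ca2+, pH 7.2; schedule: 5 min incubation before reading; benchmarks: neutral control DMSO, positive control TFP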
# E-sel inducer: induces E-selectin expression in human endothelial cells | hit rate 0.37% among 260,000 | HUVEC E-selectin immunofluorescence imaging; normalized: neutral wells 0, TNF-alpha wells 100 | activation, % at 7.58 µM;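 active = mean E-selectin-positive cell signal at least 10% of the positive control, reached in at least 60% of replicates, without over 20% cell loss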;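 also: in these data hits start at about 27%; measured in HUVEC primary endothelial cells; signal is the percent of cells scored E-selectin positive by PE staining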
# Target sequence (P16581 whole entry, looked up): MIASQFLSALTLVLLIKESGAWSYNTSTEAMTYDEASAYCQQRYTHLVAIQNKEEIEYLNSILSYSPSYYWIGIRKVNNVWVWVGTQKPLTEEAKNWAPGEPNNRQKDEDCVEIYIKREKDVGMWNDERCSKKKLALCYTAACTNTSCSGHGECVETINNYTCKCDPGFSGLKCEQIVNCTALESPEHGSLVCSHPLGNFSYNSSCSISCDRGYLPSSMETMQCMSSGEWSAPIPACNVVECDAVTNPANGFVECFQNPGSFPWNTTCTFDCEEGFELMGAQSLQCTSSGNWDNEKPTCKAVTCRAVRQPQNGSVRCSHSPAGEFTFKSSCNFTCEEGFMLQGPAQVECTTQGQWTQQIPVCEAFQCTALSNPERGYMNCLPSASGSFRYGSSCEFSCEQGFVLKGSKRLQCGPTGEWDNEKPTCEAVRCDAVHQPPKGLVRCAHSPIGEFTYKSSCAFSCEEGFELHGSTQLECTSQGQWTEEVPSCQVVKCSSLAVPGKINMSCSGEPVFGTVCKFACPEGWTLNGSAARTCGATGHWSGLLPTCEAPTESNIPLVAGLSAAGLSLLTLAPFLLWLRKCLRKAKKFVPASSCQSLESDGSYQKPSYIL
#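 material = human umbilical vein endothelial cells (HUVEC), E-selectin induction | quantity = 3,000 cells/well | medium = EGM-2 growth medium on 0.1% gelatin-coated wells | technique = immunofluorescence imaging | read-out basis = % PE-positive cells | control set = TNF-alpha positive control, DMSO neutral control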
# esBAF inh: inhibitors of esBAF chromatin remodeling in mouse ES cells; Bmi1-luciferase knock-in reporter, 24 h; 100% = twice the neutral-well signal; reporter increase, % at 12.5 µM; hit rate 2% among 350,000; AID 602393; in the data active = activation above about 40%;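 also: 0% = median of the plate's neutral control wells and 100% = double that signal; a rise in the Bmi1 reporter signal indicates esBAF inhibition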
# RAD52 anneal inh: blocks human RAD52 DNA annealing | P43351 | recombinant RAD52 DNA annealing, FRET fluorescence | inhibition, % at 18.7 µM | hit rate 0.46% among 360,000;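 active = every replicate showing at least 50% inhibition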
# Starred values were filed as active, the others as inactive; nt = no result given; & = joins results of further samples. An unsorted share of the library. About 2.5% of those tested had a hit in this group.
SMILES	Xi reactivation	RAD54 branch	ERp5 block	ERAP1 HTS inh	S100A4 inh HTS	E-sel inducer	esBAF inh	RAD52 anneal inh
O=C(Nc1cccc(C(F)(F)F)c1)C1Cc2c(-c3ccc(Cl)cc3)ccnc2O1 (centres undefined)	-0.1	6	-9	0	-6	0.6	-5	-9
O=C(Nc1ccccc1)N1C[C@@H]2[C@H](c3ccccc31)[C@@H](CO)N2C(=O)c1ccccc1F	0.1	-1	1	-1	-10	0.0	7	-5
Cc1cc(C)n(-c2ccc(C(=O)OCc3ccccc3)cc2)n1	0.0	nt	-1	-2	-4	nt	nt	-10
CCCNC(=O)C[C@H]1CC[C@H]2[C@@H](COc3ccc(NC(=O)NC(C)C)cc3C(=O)N2C)O1	0.3	1	2	1	-4	0.0	-1	-8
COc1ccc(-c2[nH]ncc2CN2CCC(OCc3cccnc3)CC2)c(F)c1	0.0	8	0	-4	-3	5.1	-8	-9
COc1ccc(S(=O)(=O)N(C)c2ccc(C(=O)Nc3ccccc3C(=O)N3CCOCC3)cc2)cc1OC	0.0	2	-3	-1	-1	-0.9	1	-13
CCn1nc(CC(C)C)cc1C(=O)N1CCCC(Nc2ccc(OC)cc2)C1 (centres undefined)	0.0	8	-2	3	-1	0.2	-4	-13
Cc1nc(NS(=O)(=O)c2ccccc2)sc1NC(=O)Nc1ccccc1	0.2	nt	-1	10	-8	nt	-12	-14
CC(C)C[C@H]1CN(CCCC[C@H]2CNC(=O)C(=O)N2CCC2CCCCC2)C(=O)C(=O)N1CCc1ccccc1	0.0	nt	8	-5	-4	0.0	nt	-13
CC(C)c1ccc(S(=O)(=O)N2CCN(CC(O)CN3CCOCC3)CC2)cc1 (centres undefined)	-0.1	-12	11	3	1	nt	3	-15
CC(C)CC#Cc1ccc2c(c1)O[C@@H](CN(C)Cc1cncnc1)[C@@H](C)CN([C@H](C)CO)S2(=O)=O	-0.6	-3	3	-2	-20	-0.1	-5	8
COc1cc(CNc2ncn[nH]2)ccc1OCc1ccccc1C	0.0	2	5	-2	-1	1.6	39	-9
Cc1ccc(S(=O)(=O)N(CC(=O)N2CCOCC2)c2ccc(C(C)C)cc2)cc1	0.2	-4	-4	-2	23	-0.1	-3	-4
CN1[C@@H]2CCC[C@H]1CC(NC(=O)c1nn(C)c3ccccc13)C2 (some centres undefined)	-0.1	1	-4	-1	4	-0.2	-1	-6
O=C(CSc1ccc(Br)cc1)NCC1CCCO1 (centres undefined)	0.4	nt	2	7	-8	nt	nt	-7
CC(=O)NC1CC2CCCC(C1)N2C(=O)Nc1ccccc1C (centres undefined)	0.0	3	3	-1	-4	nt	-3	-10
COc1ccc(S(=O)(=O)N(C)CC(=O)NCc2ccco2)cc1OC	0.3	8	-1	-1	-8	nt	1	-3
C[C@H](O)C#Cc1ccc([C@@H]2[C@H](CO)N3CCCCN(C(=O)c4ccc5c(c4)OCO5)C[C@@H]23)cc1	0.0	9	-1	1	-6	-0.2	7	-2
CC(=O)N1c2ccc(S(=O)(=O)N3CCCC(C(=O)N4CCC(C)CC4)C3)cc2CC1C (centres undefined)	0.1	-5	3	2	2	0.0	-13	3
C[C@H]1CN([C@@H](C)CO)C(=O)c2cccc(NC(=O)Nc3cccc4ccccc34)c2O[C@H]1CN(C)Cc1ccccc1	0.0	-2	-5	-3	13	-0.1	7	13
OC(COCc1ccccc1F)CN1CCCCC1 (centres undefined)	0.2	6	2	nt	0	-0.1	-5	-18
Cc1ccccc1C(=O)N(C)[C@H]1C[C@H]2c3[nH]c4ccccc4c3CCN2C[C@H]1[C@H](C)O	nt	-8	-3	11	-7	0.4	-7	-22
O=C(Nc1ccc(F)cc1)N[C@@H]1CC[C@@H](CCn2cc(-c3ccc(F)cc3)nn2)O[C@@H]1CO	0.0&-0.1	-23	2&-4	3	3&-3	0.0&0.5	-4	-2&-17
CCCCn1c(N)c(N(CC(C)C)C(=O)CCN2C(=O)C3CC=CCC3C2=O)c(=O)[nH]c1=O (centres undefined)	0.0	2	-12	15	5	nt	2	-101
COCCN(C(=O)Cn1c(C(F)(F)F)nc2ccccc21)c1c(N)n(Cc2ccccc2)c(=O)[nH]c1=O	0.2	4	-6	1	-2	-1.5	nt	-15
CCOC(=O)c1cc2cc(OCc3ccccc3)ccc2nc1C	0.0	3	3	1	-5	1.1	2	-18
CCOc1ccccc1N1CCN(CC(=O)N(C)CC(=O)Nc2ccccc2CC)CC1	0.0	-2	0	0	-2	nt	9	-10
CCC(=O)N(C)C[C@@H]1Oc2ncc(C#CCC(C)C)cc2C(=O)N([C@@H](C)CO)C[C@H]1C	0.2	-4	0	1	-1	0.0	4	4
Cc1ccc(C)c(Cn2cnc3c(oc4ccccc43)c2=O)c1	0.0	4	3	-1	4	-0.4	22	-1
N#CCC(=O)Nc1ccc(C(=O)OC(C(=O)Nc2cc(C(F)(F)F)ccc2Cl)c2ccccc2)cc1 (centres undefined)	0.1	-1	-1	4	-1	0.1	3	-17
O=C(CSc1cccc2cccnc12)N/N=C/c1cccc(O)c1	0.2	nt	7	-1	3	6.9	nt	-6
COc1ccc(C(C)(C)C)cc1S(=O)(=O)NCC1CCCO1 (centres undefined)	0.1	7	-1	0	2	-0.1	-10	-7
NC(c1ccccc1)c1csc(NC(=O)NCC2CCCCC2)n1 (centres undefined)	-0.1	6	2	0	0	-0.1	-2	-45
COc1ccc(C(CNC(=O)COc2ccc(C)c(C)c2)N2CCCCC2)cc1 (centres undefined)	0.0	0	1	-2	-13	nt	-7	-11
CCOc1ccc(/C=C(/NC(=O)c2ccccc2)C(=O)NCCC(=O)O)cc1	0.0	nt	-1	3	1	nt	nt	-8
C[C@@H]1CN([C@@H](C)CO)C(=O)c2cccc(N(C)C)c2O[C@H]1CN(C)C(=O)NC1CCCCC1	-0.5	-1	1	1	12	-0.2	-6	2
COCCNC(=O)C1CCCN(C(=O)c2cccnc2Oc2ccccc2)CC1 (centres undefined)	0.0	5	-1	-1	1	0.0	2	-9
C=C1CCN([C@@H](Cc2ccccc2)C(=O)N2CCOCC2)S(=O)(=O)c2ccccc21	0.2	2	10	-2	2	-0.3	6	-12
CCCN1[C@@H]2c3ccc(-c4ccccc4)c(=O)n3C[C@@H]2[C@@H](CO)[C@@H]1C(=O)N1CCCCC1	0.1	-5	-2	1	6	-0.4	0	-3
CCOC(=O)c1c(CSc2ccccc2)n(C)c2ccc(O)cc12	0.0	-8	4	-1	-1	nt	2	5

# Structural class: the compounds so far with a CF3 group.
SMILES	Xi reactivation	RAD54 branch	ERp5 block	ERAP1 HTS inh	S100A4 inh HTS	E-sel inducer	esBAF inh	RAD52 anneal inh
O=C(Nc1cccc(C(F)(F)F)c1)C1Cc2c(-c3ccc(Cl)cc3)ccnc2O1 (centres undefined)	-0.1	6	-9	0	-6	0.6	-5	-9
COCCN(C(=O)Cn1c(C(F)(F)F)nc2ccccc21)c1c(N)n(Cc2ccccc2)c(=O)[nH]c1=O	0.2	4	-6	1	-2	-1.5	nt	-15
N#CCC(=O)Nc1ccc(C(=O)OC(C(=O)Nc2cc(C(F)(F)F)ccc2Cl)c2ccccc2)cc1 (centres undefined)	0.1	-1	-1	4	-1	0.1	3	-17

# The list goes on.
SMILES	Xi reactivation	RAD54 branch	ERp5 block	ERAP1 HTS inh	S100A4 inh HTS	E-sel inducer	esBAF inh	RAD52 anneal inh
Cc1oc2c(c(C)cc3oc(=O)c(CC(=O)NCC(=O)NCC(=O)NCC(C)O)c(C)c32)c1C (centres undefined)	0.1	4	-2	4	-2	nt	-8	-2
Cc1noc(NS(=O)(=O)c2ccc(NC(=O)c3nn(-c4ccc(F)cc4)ccc3=O)cc2)c1C	0.0	-12	nt	-2	0	nt	-1	-6
C[C@H](CO)N1C[C@H](C)[C@@H](CN(C)S(=O)(=O)c2ccc(Cl)cc2)OCCCC[C@H](C)Oc2ccc(NC(=O)c3ccncc3)cc2C1=O	0.1	-1	-10	3	-22	nt	1	18
COc1ccc(C(CNC(=O)c2ccc3c(c2)OCCO3)N(C)C)cc1 (centres undefined)	0.5	-6	4	-4	-3	0.1	11	-9
C[C@@H]1CN([C@H](C)CO)C(=O)c2cccc(NS(=O)(=O)c3cn(C)cn3)c2O[C@H]1CN(C)Cc1ccc(C(=O)O)cc1	0.1	5	4	3	6	-1.9	-2	8
N#C[C@@H]1N[C@H](CO)[C@@H]1c1ccccc1	0.1	8	-7	0	3	0.8	-3	8
C[C@H](CO)N1C[C@H](C)[C@H](CN(C)Cc2ccncc2)Oc2c(NS(=O)(=O)c3cn(C)cn3)cccc2C1=O	-1.3	-24	5	-1	19	-1.1	0	-8
Cc1cccc(-n2ncc3c2CCCC3NC(=O)CCc2cccnc2)c1C (centres undefined)	0.1	-14	4	-1	3	nt	-4	-16
COc1cc(/C=C/C(=O)OCC(=O)N2CCCc3ccccc32)ccc1OC(F)F	0.1	6	1	2	-2	-0.1	-5	2
CSCC[C@@H](C(=O)NCCCCCCCCCCC(=O)N1CCN(C(=O)OC(C)(C)C)CC1)n1cc(CCO)nn1	-0.3	-10	2	2	5	-0.2	-12	-4
C/C=C/c1ccc2c(c1)O[C@@H](CN(C)C(=O)CC1CC1)[C@@H](C)CN([C@@H](C)CO)S2(=O)=O	-1.2	3	-4	-4	5	-0.4	1	8
O=C(NNC(=S)NCC1CCCO1)c1ccc(S(=O)(=O)N2CCOCC2)cc1 (centres undefined)	0.3	nt	1	4	-3	-0.7	nt	-14
COc1ccc(CNC(=O)C/C(C)=N/NC(=O)COc2cccc(C)c2)cc1	0.0	5	-2	0	1	nt	-6	-19
COc1ccc(-n2c(-c3ccc(Br)cc3)c[n+]3c2SC(C)C3)cc1 (centres undefined)	0.0	nt	0	4	-1	nt	nt	10
Cc1ccc2cc(COC(=O)c3cccc([N+](=O)[O-])c3)c(=O)[nH]c2c1	0.1	4	-6	-1	-8	7.5	26	-29
Cc1noc(C)c1NC(=O)Nc1ccc2c(c1)C(=O)N([C@H](C)CO)C[C@@H](C)[C@@H](CN(C)C(=O)Nc1cccc3ccccc13)O2	-0.6	-2	-1	0	-16	0.3	0	0
CCOC(=O)c1[nH]c2ccccc2c1NC(=S)Nc1cccc(C)c1C	-0.1	1	4	3	0	0.3	39	-5
Cc1cc(-c2ccc(S(=O)(=O)N3CCN(c4cccc(C)c4C)CC3)s2)on1	0.0	-2	-8	3	-6	nt	-3	-13
Cc1ccc(NC(=O)Cn2ncn3c(cc4ccccc43)c2=O)cc1F	0.0	-3	-5	4	-4	nt	-7	-16
C[C@@H]1CN([C@@H](C)CO)C(=O)c2cccc(NC(=O)NC3CCCCC3)c2O[C@H]1CN(C)CC1CCCCC1	-1.0	-1	-4	-3	-5	-0.4	0	-11
O=C(Nc1ccc(F)c(Cl)c1)C1CCN(c2ncnc3c2nc2n3CCCCC2)CC1	0.0	5	1	5	5	nt	27	-4
O=C(COc1ccccc1)NC1CCS(=O)(=O)C1 (centres undefined)	-0.1	1	-1	-3	3	-0.1	7	-10
COc1ccc(CNC(=O)C2CCCN(S(=O)(=O)c3c(C)nn(C)c3C)C2)cc1 (centres undefined)	0.2	-8	6	0	0	-0.2	6	-17
